S3 lipid droplet: qHTS Assay for Lipid Storage Modulators in Drosophila S3 Cells; Drosophila S3 cells, BODIPY lipid droplet fluorescence, 18-24 h; cells fed with added oleic acid; Potency in µM for hits, for the others lipid storage change, negative = inhibition, % at the top dose, mostly 46.1 µM; AID 2685; 0.64% of 320,000 active; active = well fitted inhibition curve with a large enough effect in the signal ratio, with a control signal flat, not every such curve was filed as active; inconclusive = small, poorly fitted or top-dose-only effect, or effect the other way, or a change in a side signal; the % refers to the signal ratio
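Drosophila S3 cells loaded with oleic acid (400 uM, as added) and compounds at several concentrations; lipid droplets imaged by 488-nm laser-scanning cytometry, 500–530 nm intensity and object ratio to cell channel. Percent activity normalized to 20 uM Triacsin C.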
S3 lipid droplet cell count max: also measured in S3 lipid droplet; calls as there; cell number change, %; measured here: cell count max response;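 cells counted by Cell Tracker Red CMTPX staining in the red channel; peak over a dose series mostly up to 46.1 µM; percent activity relative to internal control wells on each plate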
Starred values were filed as active, the others as inactive; i = inactive; ? = inconclusive; / = not tested or not shown; [ ] = dose if it differs, or a comment. % is set by controls: 0 for no effect and ±100 for the full control effect; potency is the fitted concentration of half-maximal effect.

1	CCOC(=O)c1cc(OCC(=O)NC(C)C(C)C)cc(C(=O)OCC)c1 (centres undefined)
  S3 lipid droplet = ? | S3 lipid droplet cell count max = /
2	Cc1nn(-c2ccccc2)c(Cl)c1/C=N/NC(=O)c1ccn[nH]1
  S3 lipid droplet = ? | S3 lipid droplet cell count max = /
3	CCOc1ccc2[nH]c(=O)c(CN(CCO)C(=O)c3ccc(F)cc3)cc2c1
  S3 lipid droplet = 14% | S3 lipid droplet cell count max = -1
4	COC(=O)C(C)Sc1nnc2n(-c3cccc(C)c3)c(=O)c3c4c(sc3n12)CCCC4 (centres undefined)
  S3 lipid droplet = i | S3 lipid droplet cell count max = /
5	CCNc1nc(NC(C)(C)C)nc(SCC(N)=O)n1
  S3 lipid droplet = ? | S3 lipid droplet cell count max = /
6	CSCCC(N=C(NS(=O)(=O)c1ccc(Br)cc1)c1ccccc1)C(=O)O (centres undefined)
  S3 lipid droplet = -11% | S3 lipid droplet cell count max = -15
7	COc1ccc(S(=O)(=O)N(C)CC(=O)N2CCCCCC2)cc1
  S3 lipid droplet = 10% | S3 lipid droplet cell count max = 8
8	COc1ccccc1OCC(=O)Nc1nc(C)c(C)s1
  S3 lipid droplet = ? | S3 lipid droplet cell count max = /
9	CC(C(=O)Nc1sc2c(c1C#N)CCCCC2)N1C(=O)c2ccccc2C1=O (centres undefined)
  S3 lipid droplet = ? | S3 lipid droplet cell count max = /
10	COc1ccc2nc(N3CCN(C(=O)c4ccc([N+](=O)[O-])o4)CC3)sc2c1
  S3 lipid droplet = 4.6µM* | S3 lipid droplet cell count max = /
11	Cn1nnnc1SCC1=C(C(=O)O)N2C(=O)[C@@H](NC(=O)[C@H](O)c3ccccc3)[C@H]2SC1
  S3 lipid droplet = -2% | S3 lipid droplet cell count max = 3
12	Cc1c(N(C)C(=O)C23CC4CC(CC(C4)C2)C3)c(=O)n(-c2ccccc2)n1C
  S3 lipid droplet = 9% | S3 lipid droplet cell count max = -5
13	COc1ccc(C(=O)CSc2nnc3n2CCCN3C(=O)Nc2ccccc2)cc1
  S3 lipid droplet = ? | S3 lipid droplet cell count max = /
14	O=C(Nc1ccc2ccccc2c1)c1cccc([N+](=O)[O-])c1
  S3 lipid droplet = 14% | S3 lipid droplet cell count max = 19
15	Cc1nc2ccc(NC(=S)NCCCO)cc2nc1C
  S3 lipid droplet = ? | S3 lipid droplet cell count max = /

16	COC(C(=O)Nc1ccc(C(N)=O)cc1)c1ccccc1 (centres undefined)
  S3 lipid droplet = 0% | S3 lipid droplet cell count max = 0
17	Cc1onc(C(=O)NC2CCCCC2)c1[N+](=O)[O-]
  S3 lipid droplet = -20% | S3 lipid droplet cell count max = -21
18	COC(=O)c1ccc(C(=O)OC)c(NC(=O)CN2CCN(c3ccccc3)CC2)c1
  S3 lipid droplet = ? | S3 lipid droplet cell count max = /
19	COc1ccc(NC(=O)c2sc3ncnc(N4CCN(c5ccccn5)CC4)c3c2C)cc1Cl
  S3 lipid droplet = ? | S3 lipid droplet cell count max = /
20	Cc1cc(C)nc(Sc2ncnc3sc4c(c23)CCC4)n1
  S3 lipid droplet = 12% | S3 lipid droplet cell count max = 4
21	O=C(Nc1ccccc1Cl)N1CCN(c2ccc3nncn3n2)CC1
  S3 lipid droplet = ? | S3 lipid droplet cell count max = /
22	COc1ccc2c(c1OC)C(=O)OC2Nc1ccccn1 (centres undefined)
  S3 lipid droplet = ? | S3 lipid droplet cell count max = /
23	CC(C)(C)c1ccc(C(=O)N2CCCN(C(=O)c3ccc(C(C)(C)C)cc3)CC2)cc1
  S3 lipid droplet = ? | S3 lipid droplet cell count max = /
24	CCN(C(=O)Nc1ccccc1)c1ccccc1
  S3 lipid droplet = ? | S3 lipid droplet cell count max = /
25	O=C1C2CCCN2C(=O)N1CCN1CCN(c2ccccc2)CC1 (centres undefined)
  S3 lipid droplet = 9% | S3 lipid droplet cell count max = 4
26	CC1Cc2ccccc2N1C(=O)CCS(=O)(=O)c1ccc2c(c1)NC(=O)CS2 (centres undefined)
  S3 lipid droplet = ? | S3 lipid droplet cell count max = /
27	COC(=O)c1sccc1NC(=O)c1ccc(Br)s1
  S3 lipid droplet = ? | S3 lipid droplet cell count max = /
28	O=C(NC(=S)NCc1ccccc1)c1ccccc1[N+](=O)[O-]
  S3 lipid droplet = 3% | S3 lipid droplet cell count max = 12
29	COc1ccc(CN2CCCC(C(=O)N3CCCCC3)C2)cc1OC (centres undefined)
  S3 lipid droplet = ? | S3 lipid droplet cell count max = /
30	Cc1cccc(C(=O)Nc2nc(C)c(C(=O)Nc3ccc4c(c3)CCC4)s2)c1
  S3 lipid droplet = ? | S3 lipid droplet cell count max = /

31	CC(C)(C)[C@H]1C=C(C(=O)NC2CC2)O[C@@H](OCCCCO)C1
  S3 lipid droplet = -12% | S3 lipid droplet cell count max = 1
32	COc1ccccc1C(=O)NC(=O)COC(=O)c1cc[n+]([O-])cc1
  S3 lipid droplet = 0% | S3 lipid droplet cell count max = -3
33	CC1(C2CC2)NC(=O)N(CC(=O)Nc2ccc(C(F)(F)F)cc2)C1=O (centres undefined)
  S3 lipid droplet = ? | S3 lipid droplet cell count max = /
34	Cc1ccccc1-c1nc(CN2CCC(C(=O)O)CC2)c(C)o1
  S3 lipid droplet = ? | S3 lipid droplet cell count max = /
35	O=C(C(=O)N1CCN(c2cccc(Cl)c2)CC1)c1c[nH]c2ccccc12
  S3 lipid droplet = -5% | S3 lipid droplet cell count max = 4
36	CC(C)=C1C2C=CC1C(C(=O)Nc1cccc(C)c1)C2C(=O)O (centres undefined)
  S3 lipid droplet = ? | S3 lipid droplet cell count max = /
37	COCCNC(=O)c1cn(C)c2ccccc2c1=O
  S3 lipid droplet = ? | S3 lipid droplet cell count max = /
38	C#CCOCCOCCOCCNc1nc(N2CCN(C(=O)CCCCCCCCCCNC(=O)[C@@H](CCSC)n3cc(CCO)nn3)CC2)nc(N2CCN(C(=O)CCCCCCCCCCNC(=O)[C@@H]([C@H](C)O)n3cc(C)nn3)CC2)n1
  S3 lipid droplet = ? | S3 lipid droplet cell count max = /
39	Cc1ccc(Cl)cc1N(CC(=O)NC(C)c1ccccc1)S(C)(=O)=O (centres undefined)
  S3 lipid droplet = ? | S3 lipid droplet cell count max = /
40	COc1ccccc1NC(=O)C(C)OC(=O)CN1C(=O)C2CC=CCC2C1=O (centres undefined)
  S3 lipid droplet = ? | S3 lipid droplet cell count max = /
41	COc1ccc(/C=C2\CCc3ccccc3C2=O)cc1O
  S3 lipid droplet = i | S3 lipid droplet cell count max = -2
42	O=C(COc1ccc(F)cc1)NCC1(N2CCCCC2)CCCCC1
  S3 lipid droplet = 29%[0.0737 µM] | S3 lipid droplet cell count max = /
43	Cc1cccc2sc(N(CCCN(C)C)C(=O)c3cc4ccccc4oc3=O)nc12
  S3 lipid droplet = 3% | S3 lipid droplet cell count max = 3
44	CC(OC(=O)c1ccc(Cl)c([N+](=O)[O-])c1)C(=O)N1CCN(Cc2ccccc2)CC1 (centres undefined)
  S3 lipid droplet = ? | S3 lipid droplet cell count max = /
45	NNC(=O)c1nc[nH]c1C(=O)Nc1ccccc1[N+](=O)[O-]
  S3 lipid droplet = ? | S3 lipid droplet cell count max = /

Four records drawn at random from those above, as already listed:
45	NNC(=O)c1nc[nH]c1C(=O)Nc1ccccc1[N+](=O)[O-]
  S3 lipid droplet = ? | S3 lipid droplet cell count max = /
31	CC(C)(C)[C@H]1C=C(C(=O)NC2CC2)O[C@@H](OCCCCO)C1
  S3 lipid droplet = -12% | S3 lipid droplet cell count max = 1
40	COc1ccccc1NC(=O)C(C)OC(=O)CN1C(=O)C2CC=CCC2C1=O (centres undefined)
  S3 lipid droplet = ? | S3 lipid droplet cell count max = /
41	COc1ccc(/C=C2\CCc3ccccc3C2=O)cc1O
  S3 lipid droplet = i | S3 lipid droplet cell count max = -2

Among those listed so far, these have fluorine:
3	CCOc1ccc2[nH]c(=O)c(CN(CCO)C(=O)c3ccc(F)cc3)cc2c1
  S3 lipid droplet = 14% | S3 lipid droplet cell count max = -1
33	CC1(C2CC2)NC(=O)N(CC(=O)Nc2ccc(C(F)(F)F)cc2)C1=O (centres undefined)
  S3 lipid droplet = ? | S3 lipid droplet cell count max = /
42	O=C(COc1ccc(F)cc1)NCC1(N2CCCCC2)CCCCC1
  S3 lipid droplet = 29%[0.0737 µM] | S3 lipid droplet cell count max = /

(continued)
46	O=C(CNS(=O)(=O)c1ccccc1)N1CCN(c2ccccc2)CC1
  S3 lipid droplet = i | S3 lipid droplet cell count max = 8
47	Cc1nnc(NC(=O)CCN2C(=O)/C(=C\c3ccccc3)SC2=S)s1
  S3 lipid droplet = -2% | S3 lipid droplet cell count max = 22
48	CCOC(=O)c1sc(NC(=O)CCc2ccccc2)nc1C
  S3 lipid droplet = i | S3 lipid droplet cell count max = 3
49	N#Cc1c2n(c(=O)[nH]c1=O)CCCCC2
  S3 lipid droplet = 0% | S3 lipid droplet cell count max = -7
50	Cc1ccn2cc(-c3cccc(S(=O)(=O)N4CC(C)OC(C)C4)c3)nc2c1 (centres undefined)
  S3 lipid droplet = -3% | S3 lipid droplet cell count max = 6
51	O=S(=O)(c1cccc(C(F)(F)F)c1)N1CCN(c2nnnn2-c2ccccc2)CC1
  S3 lipid droplet = 17% | S3 lipid droplet cell count max = 22
52	Cc1cc(N2CCN(C(=O)Nc3ccccc3C#N)CC2)c2ccccc2n1
  S3 lipid droplet = ? | S3 lipid droplet cell count max = /
53	Cc1nc2ccc(S(=O)(=O)NCC(=O)N3CCc4ccccc43)cc2s1
  S3 lipid droplet = ? | S3 lipid droplet cell count max = /
54	O=S(=O)(c1ccc2nc(COc3ccc(Cl)cc3Cl)[nH]c2c1)N1CCOCC1
  S3 lipid droplet = ? | S3 lipid droplet cell count max = /
55	Cn1c(=NC(=O)c2ccco2)sc2ccccc21
  S3 lipid droplet = ? | S3 lipid droplet cell count max = /
56	COc1cccc2cc(C(=O)CC3(O)C(=O)N(Cc4ccccc4)c4ccccc43)c(=O)oc12 (centres undefined)
  S3 lipid droplet = -3% | S3 lipid droplet cell count max = 0
57	C#CCCOC(=O)N1C2=NC(C(=O)OC)=C(C(=O)OC)[C@@H]3N(CC=C)c4ccccc4[C@]23C[C@H]1C(=O)OC
  S3 lipid droplet = -14% | S3 lipid droplet cell count max = -19
58	O=c1[nH]c2ccccc2[nH]c1=O
  S3 lipid droplet = ? | S3 lipid droplet cell count max = /

An excerpt of these results, with one line to a screen.
[52] Cc1cc(N2CCN(C(=O)Nc3ccccc3C#N)CC2)c2ccccc2n1
[53] Cc1nc2ccc(S(=O)(=O)NCC(=O)N3CCc4ccccc43)cc2s1
[54] O=S(=O)(c1ccc2nc(COc3ccc(Cl)cc3Cl)[nH]c2c1)N1CCOCC1
[55] Cn1c(=NC(=O)c2ccco2)sc2ccccc21
Compound	52	53	54	55
S3 lipid droplet	?	?	?	?
S3 lipid droplet cell count max	/	/	/	/

Assay outcomes from PubChem BioAssay.

An excerpt. The share of hits here may be higher or lower than overall.
